# PAX8 reporter: inhibitors of PAX8 transcriptional activity in RMG-I cells; inhibition, % at 12.6 µM; RMG-I TPO-luciferase reporter, SteadyGlo, 24 h; 360,000 compounds, 1.2% hits; AID 652154;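 active = mean replicate inhibition at least 60% with every replicate also reaching 60%; inconclusive = only one of the two criteria is met; inactive = mean below 60% and not all replicates reaching 60%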;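 note: luciferase light reporting Pax8 driven TPO promoter activity; plate controls were median of neutral control wells for no effect and mitoxantrone controls for full effect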
# CFTR F508del cor: CFTR F508del correction in bronchial cells | CFBE cells, YFP halide quenching; stimulated with forskolin plus potentiator P3; % fluorescence drop versus neutral controls | activity (quench increase), % at 7.58 µM | 350,000 compounds, 0.36% hits | AID 720511;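 active = mean added fluorescence quench of at least 8% versus neutral control, with both replicates also reaching 8%; inconclusive = only one of the mean or replicate conditions met; inactive = mean below 8% and not both replicates reaching 8%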;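 note: cells transiently co-express mutant CFTR-F508del with the halide-sensitive YFP; corrector assay measuring rescue of mutant channel to the surface after 24 h compound exposure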
# EWS-Fli inh: inhibitors of EWS/Fli oncoprotein transcriptional activity; inhibition, % at 12.6 µM; A673 NR0B1-luciferase reporter, viability-normalised; 350,000 compounds, 0.67% hits;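 active = mean inhibition of at least 50% after viability correction, with every replicate also passing that limit; inconclusive = mean reaches 50% but only one of two replicates passes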;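 note: firefly luciferase signal divided by Alamar Blue viability fluorescence both relative to DMSO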
# miR122 inh: blocks miR-122 activity in Huh7 sensor cells; Huh7 miR-122 Renilla luciferase sensor, 48 h; neutral wells = 0, positive control = 100; activation (reporter increase), % at 12.5 µM; 340,000 compounds, 0.3% hits; AID 602342;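 active = mean replicate activation score at least 90 and every replicate individually at or above 90; inconclusive = only one of the two criteria met; inactive = neither criterion met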;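 note: higher luciferase means less miR-122 activity so hits act as miR-122 inhibitors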
# GSIS activator: primary screen for activators of insulin secretion dependent on glucose, INS-1E cells, GLuc reporter luminescence; activation, % at 16.6 µM; 370,000 compounds, 0.61% hits; AID 743287; INS-1E GLuc reporter insulin secretion, 2-3 h;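 active = lowest replicate activation of at least 40%, so every replicate reaches that level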;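 note: 0% = median of neutral control wells and 100% = median of IBMX positive control wells; some compounds called inactive have numbers as strong as hits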
# FN deposit inh: fibronectin deposition inhibition; AH1F fibroblasts, Alexa488-fibronectin deposition fluorescence, overnight; 350,000 compounds, 0.086% hits; inhibition, % at 12.6 µM; AID 743247;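 active = mean inhibition across replicates of 30% or more, regardless of how many single replicates reach that level; inconclusive = mean under 30% yet at least half of replicates reach 30%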;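 note: positive control wells lacked labelled fibronectin entirely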
#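 Measured by – fluorescence 485/525 nm · System – AH1F fibroblast monolayer, labelled fibronectin deposition · Amount – 10000 cells per well · Buffer or medium – serum-reduced DMEM (2% serum) · Doses – single dose, pinned · Also added – fluorescent fibronectin at 24 nM final · Schedule – 1 h cell attachment, overnight exposure to compound and label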
# DENV2 CPE: DENV2-induced cell death inhibition | AID 651640 | CPE inhibition, % at 9.99 µM | DENV2-infected cells, cytopathic effect rescue, plate reader | 350,000 compounds, 1.7% hits; in the data active = CPE inhibition above about 20%, passing the limit was not always enough; inconclusive = no clear call, values can overlap the other calls; tested in BHK-21 cells;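 note: 0% = median of neutral control wells and 100% = median of positive control wells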
# * marks the source's active call; other numbers are inactive results; ? = inconclusive; · = not tested or not shown; [ ] = remark or other dose. Not a hit list (roughly 3.9% active in at least one column).
smiles,PAX8 reporter,CFTR F508del cor,EWS-Fli inh,miR122 inh,GSIS activator,FN deposit inh,DENV2 CPE
O=C(NNc1nc2c(F)cccc2s1)c1cc(=O)c2ccccc2o1,-3.3,-1.8,-8.7,0.0,-4.6,5.4,?
CC(Sc1cccc[n+]1[O-])c1ccccc1 (stereo not drawn),13.4,3.6,-1.3,-0.5,-8.4,-3.7,-3.6
COc1cccc(C(=O)SC2=NCCS2)c1,·,1.5,1.8,·,-10.4,·,3.2
CCOCCCn1c(=S)[nH]c2cc(C(=O)N3CCC(C(N)=O)CC3)ccc2c1=O,-0.8,·,·,-14.0,·,-5.5,·
C[C@@H]1CN([C@@H](C)CO)C(=O)c2cc(NC(=O)NC3CCCCC3)ccc2O[C@@H](C)CCCCO[C@H]1CN(C)C(=O)C1CCCCC1,9.2,-2.3,1.2,1.7[16.7 µM],-15.6,-1.1,6.0
O=C(NC1CCCC1)C(C1CC1)n1c(-c2ccnc3ccccc23)nc2ccccc21 (stereo not drawn),17.8,-1.4,4.8,·,-13.5,-17.9,-13.2
Clc1ccc(CSc2nnc(-c3cccnc3)o2)cc1,-12.0,·,·,0.7,·,-0.1,·
COC(=O)CSc1nc(NCC(C)C)nc(N2CCOCC2)n1,·,1.2,-32.8,-1.0,17.5,·,·
CCS(=O)(=O)Nc1ccc2c(c1)C(=O)N(C)C[C@@H](OC)[C@@H](C)CN(C(=O)CN(C)C)[C@@H](C)CO2,·,0.3,-1.6,-0.2[16.7 µM],2.1,5.0,3.4
O=C(NC1CCCc2c1cnn2-c1ccc(F)cc1F)c1ccccn1 (stereo not drawn),-22.4,0.4,7.2,·,-1.5,12.3,2.0
COc1ccc(CNC(=O)C(=O)NCC2OCCN2S(=O)(=O)c2ccccc2)cc1 (stereo not drawn),13.6,-2.1,-2.6,-3.0,3.9,·,7.0
COc1ccc(-c2nnc(SCC(=O)c3cccs3)n2-c2ccc(Cl)cc2)cc1,-18.9,·,·,1.0,-17.3,15.9,·
COc1cc(/C=N/NC(=O)C(=O)/C=C2\NC(C)(C)Cc3ccccc32)ccc1O,12.3,-1.2,4.4,-7.3,1.2,2.7,·
CC(C)C#Cc1cnc2c(c1)C(=O)N([C@@H](C)CO)C[C@@H](C)[C@H](CN(C)C(=O)CC1CC1)O2,-7.3,-2.7,9.3,5.3[16.7 µM],-0.8,-21.0,0.5
CCN1C(=O)N[C@@H](CCc2ccccc2)[C@H](C(=O)OC)[C@H]1C,10.7,1.2,-17.6,·,17.8,6.1,-0.8
CCCN1C[C@@H](C)[C@H](OC)CN(C)C(=O)c2ccc(NC(=O)Nc3c(C)noc3C)cc2OC[C@@H]1C,·,-1.3,-9.5,9.9[16.7 µM],9.0,4.2,22.4*
O=[N+]([O-])c1cccc(S(=O)(=O)Nc2ccc(-c3ccc(N4CCCC4)nn3)cc2)c1,1.5,-0.9,-5.3,6.4,13.0,-9.6,5.3
C(=C\c1ccc(C2[C@H]3CNC[C@@H]2N3CC2CCOCC2)cc1)/c1ccccc1 (stereo partly drawn),-18.2,-3.4,-13.1,·,1.9,-9.9,?
C[C@@H]1CN([C@H](C)CO)C(=O)c2cccc(NS(=O)(=O)c3cn(C)cn3)c2O[C@H]1CN(C)C(=O)Nc1ccccc1,·,-1.3,-10.3,-6.0[16.7 µM],14.9,·,14.7
CCCC1(C)SC(NC(C)=O)=NN1C(C)=O (stereo not drawn),-11.3,·,·,1.6,·,1.5,·
COc1ccc(S(=O)(=O)Nc2ccc3c(c2)C(=O)N([C@@H](C)CO)C[C@@H](C)[C@@H](CN(C)C(=O)Nc2ccccc2)OCCCC[C@H](C)O3)cc1,-5.0,0.1,14.4,16.5[16.7 µM],0.8,-5.4,6.7
CCCC#Cc1ccc2c(c1)O[C@@H](CN(C)C(=O)c1ccccc1)[C@H](C)CN([C@@H](C)CO)S2(=O)=O,·,-0.3,7.2,5.0[16.7 µM],-11.9,-3.3,-5.5
CCOc1ccc(-c2nc(CSCC(=O)N3CCN(c4cccc(OC)c4)CC3)c(C)o2)cc1,37.6,-6.7,87.8*,-16.3,10.6,-4.2,2.5
Cc1csc(CNc2ncnc3ccc(-c4ccccc4Cl)cc23)c1,21.9,-2.6,18.2,·,-2.2,7.3,15.7
COc1ccc2[nH]c(=O)c(CN(CCO)C(=O)c3cccs3)cc2c1,·,-0.6,0.7,-7.6,14.6,·,6.1
Cc1ccc(S(=O)(=O)NC(=O)N2CCN(Cc3c(F)cccc3Cl)CC2)cc1,-5.0,1.3,-0.8,·,-6.5,-2.4,-1.2
COc1cc(/C=N/NC(=O)c2cccc([N+](=O)[O-])c2)ccc1O,2.7,-2.0,10.9,-6.8,9.9,0.5,5.4
O=C(NCc1cc2ccccc2[nH]1)c1ccccc1F,-23.4,0.1,-51.0,24.0,-11.8,2.5,15.6
Cc1[nH]c2ccc(C(=O)OCC(=O)NC3(C#N)CCCCC3)cc2c1C,-12.9,-2.2,-6.6,-0.6,-1.5,2.0,?
Cc1ccc(N2CCN(S(=O)(=O)N3CCCCC3)CC2)cc1Cl,-12.1,3.2,-5.6,14.6,12.4,0.1,7.8
O=C(Oc1ccc2ccc(=O)oc2c1)c1ccccc1,-16.8,-2.3,6.5,·,19.3,8.7,10.0
COc1cccc(NC(=O)c2nn(C)c(C(=O)Nc3cccc(OC)c3)c2[N+](=O)[O-])c1,16.4,-3.9,2.9,·,-22.1,0.7,-4.0
CCOc1ccccc1NC(=O)C1CCN(S(=O)(=O)c2c(C)nn(C)c2C)CC1,-0.8,-4.7,-0.7,-3.8,·,6.7,-2.3
CCOCCCNCC(=O)NC1(C)C2CCC(C2)C1(C)C (stereo not drawn),9.1,·,·,-13.0,·,4.9,·
CCN(CC)S(=O)(=O)c1ccc(NC(=O)c2cccc3c2C(=O)N(CCOC)C3)cc1,-19.6,·,-13.5,5.2,5.0,0.5,-5.5
Cc1ccc(N(C)C(=O)CCS(=O)(=O)c2cc3c(cc2Cl)NC(=O)CO3)cc1,-5.4,-0.1,7.2,6.7,0.5,4.9,-7.5
C[C@@H]1CN([C@H](C)CO)S(=O)(=O)c2ccc(-c3ccccc3)cc2O[C@@H]1CN(C)Cc1cccnc1,16.4,0.6,-1.6,10.6[16.7 µM],3.0,9.7,-10.5
C[C@@H]1CN([C@@H](C)CO)C(=O)c2cc(/C=C/c3ccccc3)cnc2O[C@@H]1CN(C)C(=O)NC1CCCCC1,24.5,-0.3,7.4,0.0[16.7 µM],-33.2,0.8,-6.4
O=C(C[C@H]1CC[C@@H]2[C@H](COC[C@H](O)CN2C(=O)Cc2ccccc2)O1)NC1CCC1,-37.2,-1.5,-9.1,21.1[16.7 µM],-2.3,-11.6,-19.0
CC=Cc1ccc2n(c1=O)C[C@H]1[C@H](CO)[C@@H](C(=O)NC3CCC3)N(CCC(F)(F)F)[C@@H]21 (mixture of isomers),·,4.3,-19.5,·,-0.5,·,5.2
CC(C)Nc1nc2c(c(=O)n(C)c(=O)n2C)n1C,-5.9,-1.6,-1.0,13.6,12.5,-2.5,7.5
COC(=O)c1cc(C(=O)OCC(=O)NC(=O)NCc2ccccc2)cc([N+](=O)[O-])c1,-18.2,-1.2,-2.1,·,-0.4,-0.2,2.1
O=C(CN1CCOCC1)NCC[C@H]1CC[C@@H](NC(=O)c2ccccc2F)[C@@H](CO)O1,-8.6,-2.9,-13.8,·,-5.6,-0.6,10.3
COCc1c(C)cc(C)c(/C=N/O)c1C,4.6,·,·,3.3,29.4,-8.0,·
O=C(Nc1ccc([N+](=O)[O-])cc1)C1CC12CCC2 (stereo not drawn),-30.9,1.2,-5.0,-2.1,-1.1,1.1,-1.8
C[C@H](CO)N1C[C@H](C)[C@@H](CN(C)S(C)(=O)=O)Oc2cc(C3=CCCC3)ccc2S1(=O)=O,·,-2.4,17.3,-0.7[16.7 µM],7.6,·,·
O=C(C[C@@H]1CC[C@H]2[C@@H](COC[C@H](O)CN2S(=O)(=O)c2ccc(F)cc2)O1)NCc1ccc(Cl)c(Cl)c1,-5.3,2.7,2.4,-3.4[16.7 µM],-16.3,-4.6,1.0
COc1ccc(CN(C)C[C@H]2OCc3cnnn3CCCC(=O)N([C@H](C)CO)C[C@H]2C)cc1,6.1,-1.6,-3.9,6.0[16.7 µM],5.5,2.3,17.5
CCOC(=O)c1c(C)c(C(=O)NC2CCCCC2)c(C)n1CC,·,·,·,22.2,19.4,-4.0,·
COc1cc2c(C(F)(F)F)c(-c3ccsc3)oc(=O)c2cc1OC,-1.8,-0.2,-3.6,3.4,2.8,1.4,-4.5

# The list goes on.
smiles,PAX8 reporter,CFTR F508del cor,EWS-Fli inh,miR122 inh,GSIS activator,FN deposit inh,DENV2 CPE
O=C(Nn1cnnc1)c1ccc(F)cc1,-9.6,0.9,6.7,-7.2,3.2,5.5,4.6
CN(CC(=O)Nc1ccc(F)cc1)C(=O)C1CCN(S(=O)(=O)c2ccc3c(c2)OCCO3)CC1,21.0,0.3,11.9,·,-10.4,0.1,?
Cc1ccc(-n2cccc2/C=C2\C(=N)N3N=C(C(C)C)SC3=NC2=O)cc1,7.5,·,-10.1,-2.7,-0.4,13.1,7.8
CN(C)CCNC(=S)Nc1ccc(Cl)cc1,-9.8,·,·,-0.6,·,2.5,·
CC(C)Cn1c(CN2CCN(c3ccccc3F)CC2)nc2c1c(=O)[nH]c(=O)n2C,-5.9,-0.6,-5.1,-2.7,0.1,2.1,0.2
COCC(=O)N1C[C@@H]2[C@H](c3ccccc31)[C@@H](CO)N2C(=O)Nc1ccccc1F,-3.4,-1.3,-3.0,0.0[16.7 µM],8.0,·,?
COc1ccc2c(Cl)c(C(=O)N/N=C/c3c(C)[nH]c4ccccc34)sc2c1,1.1,·,·,16.9,-16.0,4.8,·
Cc1ccn2c(-c3csc(NCc4ccco4)n3)c(C)nc2c1,3.6,·,·,5.9,·,-3.8,·
O=C(Nc1ccccc1C(=O)NC(Cc1ccccc1)C(=O)O)c1ccco1 (stereo not drawn),-5.4,0.3,1.1,-10.0,1.1,8.2,-3.9

# High-throughput results: PubChem, Broad Institute
